BRCA1 expr up = BRCA1 expression activation. MCF7-BRCA1-FFLuc reporter, luminescence, 48 h; response scale: scaled: vehicle 0%, 10 µM genistein 100%. Potency, µM (titrated, usually from 46.1 µM), without a hit: at the top dose activation, usual class: activators. 380,000 compounds, 1.1% hits; also: nearly all actives have a fitted effect of over 80% in size; some results filed as inactive show a strong effect at the top dose
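MCF7-BRCA1-FFLuc, 2000 cells/well; 2 h attach, 37 °C/5% CO2; compound 48 h; luciferase substrate 15 min; luminescence end-point. Norm. to genistein 10 microM max activation and DMSO; concentration-response curves fitted.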
Gal4-VP16 FLuc = counter-screen for ROR gamma inhibitors: Gal4-VP16 reporter; Drosophila S2 Gal4-VP16 UAS-luciferase, luminescence, 20 h; Potency, µM (highest dose often 53.6 µM), for inactives: at the top dose activity, negative = inhibition, actives largely listed as inhibitors; 310,000 compounds, 3.5% hits; AID 2546;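 also: Gal4-VP16 expression switched on by copper sulfate through the metallothionein promoter; % is scaled to controls: 0 for no effect and ±100 for the full control effect; nearly all actives have a fitted effect of over 50% in size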
ELG1 genotox = genotoxicity induction in ELG1-luciferase HEK293T cells; 330,000 compounds, 1.3% hits; HEK293T ELG1-luciferase reporter, luminescence, 16 h; Potency, µM (top dose mostly 46 µM), without a hit: at the top dose activity change, positive = activation, usual class: activators; also: % of control where 0% means no effect; nearly all actives have a fitted effect of over 60% in size
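After overnight (16 hr) compound treatment at 37 °C, ELG1-luciferase HEK293T cells were lysed with ONE-Glo; luminescence quantified 30 min later at room temperature.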
p53 reactivator = restores transcriptional activity of mutant p53. H1299 p53-A138V BP100-luciferase reporter, luminescence, 24 h. Potency, µM (titrated, usually from 92.2 µM), for the others: top-dose activity change, positive = activation, actives largely listed as activators. 320,000 compounds, 0.063% hits. AID 504706; also: % of control where 0% means no effect; nearly all actives have a fitted effect of over 45% in size
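p53-null H1299 cells stably carrying temperature-sensitive p53-A138V and a BP100-luciferase reporter were pinned with compounds (4-point, 1:5 series) and held 24 hrs at 37 deg C. Luminescence was read 10 min after detection reagent.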
uPA surface inh = cell surface uPA generation inhibition; AID 540303; cell surface uPA generation assay, qHTS; 330,000 compounds, 0.31% hits; Potency, µM (titrated, usually from 38.3 µM), for inactives: at the top dose activity change, negative = inhibition, usual class: inhibitors; active = well fitted inhibition curve with a large enough effect; inconclusive = small, poorly fitted or top-dose-only effect; inactive = no such curve, though single readings can be large or run the other way; tested in mouse RAW 264.7 cells; also: % is scaled to controls: 0 for no effect and ±100 for the full control effect; nearly all actives have a fitted effect of over 55% in size
MBNL1 CUG block = MBNL1-poly(CUG) RNA binding inhibition; Q9NR56; TR-FRET MBNL1-His/biotin-(CUG)12 binding, 665/545 ratio; 280,000 compounds, 0.036% hits; Potency, µM (series often up to 57.5 µM), without a hit: at the highest dose activity change, negative = inhibition, usual class: inhibitors; active = well fitted inhibition curve with a large enough effect in the signal ratio, with a control signal flat, not every such curve was filed as active; inconclusive = small, poorly fitted or top-dose-only effect, or effect the other way, or a change in a side signal; inactive = no such curve, though single readings can be large or run the other way; the % refers to the signal ratio; also: % is scaled to controls: 0 for no effect and ±100 for the full control effect
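Compound titration spanned 92 nM–58 uM against the MBNL1-His/biotin-(CUG)12 complex. After 60 min at room temperature with 5 nM streptavidin-XL665 and 0.055 ng/ul terbium anti-His, ratiometric 665/545 nm emission (Ex 340 nm) normalized to controls.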
Rab9 prom act = activators of Rab9 promoter; Huh7 Rab9 promoter-luciferase reporter, luminescence, 24 h; Potency, µM (doses to about 9.22 µM), for the others: top-dose activation, negative = inhibition, actives largely listed as activators; 320,000 compounds, 2.8% hits; AID 485297; also: % of control where 0% means no effect; nearly all actives have a fitted effect of over 60% in size
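Steps: seed 1500 Huh7 Rab9-luc cells per well, rest 2 h at 37 °C; add compound in DMSO; incubate 24 h; add luciferase reagent, 10 min ambient; read luminescence.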
RORgamma inh = inhibitors of mouse ROR gamma transcriptional activity. P51450. Drosophila S2 Gal4-RORgamma UAS-luciferase reporter, 20 h. Potency, µM (doses to about 53.6 µM), for inactives: top-dose activity change, negative = inhibition, usual class: inhibitors. 310,000 compounds, 5.4% hits; also: % is scaled to controls: 0 for no effect and ±100 for the full control effect; nearly all actives have a fitted effect of over 60% in size
Target sequence (P51450 whole entry, looked up, the tested form may be a part): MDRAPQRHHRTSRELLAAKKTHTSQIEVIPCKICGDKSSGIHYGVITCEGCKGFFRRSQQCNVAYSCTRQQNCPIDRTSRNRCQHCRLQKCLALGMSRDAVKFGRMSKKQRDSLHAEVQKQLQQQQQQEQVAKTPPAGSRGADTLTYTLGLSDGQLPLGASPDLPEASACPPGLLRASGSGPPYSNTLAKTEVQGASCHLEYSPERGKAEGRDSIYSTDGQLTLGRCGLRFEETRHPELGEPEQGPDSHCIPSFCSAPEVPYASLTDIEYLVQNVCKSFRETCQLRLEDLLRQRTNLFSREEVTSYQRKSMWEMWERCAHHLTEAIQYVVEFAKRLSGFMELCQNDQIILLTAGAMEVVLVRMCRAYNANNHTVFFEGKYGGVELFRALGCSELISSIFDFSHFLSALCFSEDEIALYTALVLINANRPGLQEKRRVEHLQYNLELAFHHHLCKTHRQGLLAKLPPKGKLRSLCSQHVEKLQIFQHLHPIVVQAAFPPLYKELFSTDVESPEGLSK
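Stably transfected Drosophila Schneider cells are the test system, with ROR gamma fused to Gal4 and luciferase under UAS control; luminescence is read after 20 hr of 700 uM copper sulfate induction at ambient temperature.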
FLuc counter = firefly luciferase modulation, counter-screen for miR-21 project; purified FLuc, Km substrates, luminescence inhibition; Potency, µM (highest dose often 57.5 µM), without a hit: at the top dose activity change, negative = inhibition, usual class: inhibitors; 360,000 compounds, 6.9% hits; AID 588342;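 also: plate controls were vehicle for no effect and reference inhibitor for full effect; nearly all actives have a fitted effect of over 55% in size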
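Purified P. pyralis luciferase (10nM final) with 10uM D-luciferin and 10uM ATP (Km levels) in 50mM Tris acetate pH 7.5, 10mM Mg acetate, 0.01% Tween-20, 0.05% BSA; qHTS 6-point titration, ~60 µM downward; luminescence read.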
NPC1 promoter act = activators of NPC1 promoter; Huh7 NPC1 promoter luciferase reporter, 24 h; Potency, µM (top dose mostly 9.22 µM), inactives show at the highest dose activation, usual class: activators; 320,000 compounds, 2.4% hits; AID 485313;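 also: % of control where 0% means no effect; nearly all actives have a fitted effect of over 60% in size; reporter is driven by a mutant NPC1 promoter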
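Stable NPC1-promoter luciferase Huh7 line; cpd (DMSO) 24 h, 37 °C, 5% CO2; Amplite luciferase reagent 10 min RT; luminescence readout. qHTS format.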
Active calls of the source: *; ? = inconclusive; . = not tested or not shown. Unless noted, calls follow the shape of the dose curve; as a rule, active = well fitted curve in the direction sought with a large enough effect; inconclusive = small, poorly fitted or top-dose-only effect, or another doubt; inactive = no such curve, though single readings can be large; an effect the other way counts as inactive or inconclusive. Potency is read from the fitted curve at half-maximal effect.

SMILES	BRCA1 expr up	Gal4-VP16 FLuc	ELG1 genotox	p53 reactivator	uPA surface inh	MBNL1 CUG block	Rab9 prom act	RORgamma inh	FLuc counter	NPC1 promoter act
CCN(CC)P(=O)(Nc1ccc([N+](=O)[O-])cc1)c1c(C)nn(CCC#N)c1NC(=O)c1ccc(Cl)cc1 (stereo unspecified)	-20.7%	-4.5%	-4.4%	-3.8%	-3.6%	14.6%	0.5%	14.6%	4.0%	-5.2%
O=C(NC1CCc2ccccc21)c1cc(COc2cncc(Cl)c2)on1 (stereo unspecified)	83.7%	?	-0.4%	-4.1%	5.9%	-18.6%	?	13.4%	?	28.8%
Cc1ccc(NC(=O)c2c(C(F)(F)F)nn(C)c2SCc2cccc(C(F)(F)F)c2)cc1C	-41.8%	?	-3.8%	22.1%	-5.9%	-2.3%	-5.6%	-37.3%	?	1.6%
COC(=O)c1cn(-c2ccccc2)nc1-c1cccnc1	-18.0%	-5.1%	0.4%	-1.2%	-6.0%	-3.5%	-10.6%	-14.8%	-13.0%	-2.1%
O=C(NN=C1C2CC3CC1CC(Cl)(C3)C2)c1cccs1	13.5%	-9.8%	?	21.5%	-0.8%	-11.9%	-2.6%	-23.8%	?	-0.6%
O=C(NCc1cccnc1)C12CC3CC(CC(Cl)(C3)C1)C2	4.6%	19.3%	?	-6.4%	-2.6%	-3.9%	17.5%	24.9%	?	17.8%
COc1cccc(/C=N/n2c(C3CCCCC3)n[nH]c2=S)c1O	-2.6%	12.6µM*	-2.3%	4.2%	-2.8%	-1.7%	-1.8%	10µM*	4.2%	-1.9%
CC(C)(C)OC(=O)N[C@@H](CCCCNC(=O)OCc1ccccc1)c1nnc([C@H](CCCCNC(=O)OCc2ccccc2)NC(=O)OC(C)(C)C)o1	-37.7%	3.0%	-0.2%	3.5%	15.8%	-15.4%	-3.2%	2.6%	2.3%	-9.9%
CCC1(c2ccc(Cl)cc2)NC(=O)N(CC(=O)NC2(C#N)CCCCC2)C1=O (stereo unspecified)	-4.7%	.	-1.8%	-2.4%	-20.1%	.	.	.	.	.
Clc1ccccc1CO/N=C1\CCCc2nonc21	34.7%	2.8%	5.1%	7.1%	-7.0%	.	18.2%	41.1%	?	-1.1%

Some of these compounds in order of formula weight, smallest number first.
SMILES	BRCA1 expr up	Gal4-VP16 FLuc	ELG1 genotox	p53 reactivator	uPA surface inh	MBNL1 CUG block	Rab9 prom act	RORgamma inh	FLuc counter	NPC1 promoter act
Clc1ccccc1CO/N=C1\CCCc2nonc21	34.7%	2.8%	5.1%	7.1%	-7.0%	.	18.2%	41.1%	?	-1.1%
COC(=O)c1cn(-c2ccccc2)nc1-c1cccnc1	-18.0%	-5.1%	0.4%	-1.2%	-6.0%	-3.5%	-10.6%	-14.8%	-13.0%	-2.1%
O=C(NN=C1C2CC3CC1CC(Cl)(C3)C2)c1cccs1	13.5%	-9.8%	?	21.5%	-0.8%	-11.9%	-2.6%	-23.8%	?	-0.6%
COc1cccc(/C=N/n2c(C3CCCCC3)n[nH]c2=S)c1O	-2.6%	12.6µM*	-2.3%	4.2%	-2.8%	-1.7%	-1.8%	10µM*	4.2%	-1.9%
CCN(CC)P(=O)(Nc1ccc([N+](=O)[O-])cc1)c1c(C)nn(CCC#N)c1NC(=O)c1ccc(Cl)cc1 (stereo unspecified)	-20.7%	-4.5%	-4.4%	-3.8%	-3.6%	14.6%	0.5%	14.6%	4.0%	-5.2%

Limited to FLuc counter, p53 reactivator and NPC1 promoter act, for some of the entries so far:
| Compound | FLuc counter | p53 reactivator | NPC1 promoter act |
| --- | --- | --- | --- |
| Cc1ccc(NC(=O)c2c(C(F)(F)F)nn(C)c2SCc2cccc(C(F)(F)F)c2)cc1C | ? | 22.1% | 1.6% |
| COC(=O)c1cn(-c2ccccc2)nc1-c1cccnc1 | -13.0% | -1.2% | -2.1% |

Remaining list, next part.
SMILES	BRCA1 expr up	Gal4-VP16 FLuc	ELG1 genotox	p53 reactivator	uPA surface inh	MBNL1 CUG block	Rab9 prom act	RORgamma inh	FLuc counter	NPC1 promoter act
Cc1cc(Nc2nnnn2-c2ccccc2)n(-c2ccccc2)n1	-14.9%	-3.8%	-3.1%	-4.5%	.	-7.7%	2.6%	-9.6%	-2.1%	0.2%
CN(CC(=O)N1CCc2ccccc2C1)c1ccccc1	2.4%	10.0%	-1.2%	12.1%	2.2%	-3.1%	-8.4%	-3.3%	-2.2%	-2.6%
Cc1ccccc1NC(=O)Cn1cnc2c(oc3nc4c(cc32)COC(C)(C)C4)c1=O	-7.0%	-8.9%	4.6%	4.3%	-1.1%	.	-2.4%	14.6%	-16.4%	-1.8%
O=C(NCc1ccccc1)c1cc(=O)nc2sc(-c3ccccc3)nn12	-8.8%	-9.5%	-0.2%	-10.1%	-5.2%	19.3%	-13.3%	0.8%	1.6%	-7.2%
Cn1cccc1Cc1nnc(SCC(N)=O)n1CCc1ccccc1	-3.9%	1.5%	-0.1%	3.2%	-11.6%	-3.2%	-2.6%	-11.5%	7.6%	-1.8%
CCN(Cc1nc(-c2ccccc2)no1)C(=O)c1ccco1	5.3%	-1.2%	5.4%	-1.3%	1.5%	0.7%	0.7%	20.5%	5.0%	-3.5%
COc1ccc(CN2CN(S(=O)(=O)c3cccs3)c3nc4ccccc4nc32)cc1	0.0%	3.5%	17.7%	4.7%	0.6%	.	0.1%	?	?	4.5%
CC(C(=O)Nc1ccc(Cl)cc1)N(C)Cc1cccs1 (stereo unspecified)	31.6%	-7.6%	-1.3%	-2.1%	-1.1%	-3.8%	0.1%	6.9%	-8.3%	-4.6%
Cc1ccc2nc3c(nc2c1C)CCCC3	-7.2%	8.6%	7.7%	9.3%	5.2%	-11.3%	2.3%	1.7%	?	-1.0%
O=C(CCS(=O)(=O)c1ccc(Br)cc1)N1CCN(c2ccccc2Cl)CC1	-28.8%	16.8%	-14.8%	4.0%	.	-0.1%	-4.2%	19.7%	-0.5%	1.2%
Cc1ccc(OCc2nnc(SC(C)C(=O)O)n2Cc2ccccc2)cc1 (stereo unspecified)	0.0%	-5.9%	4.1%	0.5%	2.7%	?	-0.1%	3.1%	-10.7%	4.1%

Compound activity as filed in PubChem BioAssay.
